# Screens deposited in PubChem by several laboratories.
# NPY1 pot ag: NPY-Y1 receptor potentiators or agonists, primary screen, cell-based | activation, % at 3.6 µM | hit rate 0.37% among 220,000 | NPY-Y1 expressing cells, potentiator/agonist activation; in the data active means activation above about 33%, passing the limit was not always enough;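 further: cells stimulated with NPY at EC10 then isoproterenol at EC100; 0% = low agonist plus stimulus and 100% = saturating agonist plus stimulus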
# Target sequence (P25929 whole entry, looked up): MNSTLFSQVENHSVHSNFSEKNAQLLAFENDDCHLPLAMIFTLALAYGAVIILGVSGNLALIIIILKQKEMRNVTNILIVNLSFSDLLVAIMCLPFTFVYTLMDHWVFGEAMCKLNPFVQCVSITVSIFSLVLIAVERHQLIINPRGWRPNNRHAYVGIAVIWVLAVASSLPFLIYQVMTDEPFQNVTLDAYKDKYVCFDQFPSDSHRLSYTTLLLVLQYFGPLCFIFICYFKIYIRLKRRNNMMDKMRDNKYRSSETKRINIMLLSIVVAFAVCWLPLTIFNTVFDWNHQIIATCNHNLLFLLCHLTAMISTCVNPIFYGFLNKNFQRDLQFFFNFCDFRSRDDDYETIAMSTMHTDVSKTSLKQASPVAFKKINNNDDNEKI
# 14-3-3 Bad PPI: inhibitors of 14-3-3 zeta/Bad binding, primary screen, biochemical, TR-FRET, bovine 14-3-3 zeta; AID 781, 2007; inhibition, % at 21.7 µM; hit rate 0.71% among 220,000; TR-FRET 14-3-3zeta/Dy647-pBad peptide displacement, 1 h; 14-3-3 protein zeta/delta (Bos taurus), P63103;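 active means inhibition above about 70%, limit read from the data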;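 further: 0% = full 14-3-3 plus peptide FRET controls and 100% = background without 14-3-3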
# Target sequence (P63103 whole entry, looked up): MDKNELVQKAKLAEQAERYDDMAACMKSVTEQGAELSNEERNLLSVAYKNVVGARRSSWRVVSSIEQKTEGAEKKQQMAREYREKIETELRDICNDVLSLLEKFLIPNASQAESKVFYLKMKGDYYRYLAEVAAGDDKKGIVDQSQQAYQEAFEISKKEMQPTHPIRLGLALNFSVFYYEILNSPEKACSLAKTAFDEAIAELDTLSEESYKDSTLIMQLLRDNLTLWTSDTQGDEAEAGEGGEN
# zfTRPN1 agonist: zebrafish TRPN1 channel agonists, primary screen, cell-based, HEK293, calcium fluorescence. transient receptor potential cation channel N1 (TRPN1/NompC), Danio rerio. HEK293 zebrafish TRPN1-YFP, Fluo-8 calcium fluorescence; 100% = response to 87 µM carbachol. activation, % at 3 µM. hit rate 0.18% among 220,000;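 active means activation above its plate's cutoff, the mean activation of test wells on that plate plus 3 SD, cut at about 19% in these data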;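 further: 0% = DMSO alone and 100% = 87 µM carbachol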
#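 System: zebrafish TRPN1-YFP in HEK293 cells / Dosing: 3 µM single point / Timing: dye loading 1 h at 37 °C, then 30 min room temperature / Signal: Fluo-8 calcium fluorescence, excitation 470-495 nm, emission 515-575 nm / Read-out basis: percent activation from peak over basal fluorescence ratio, control-normalized / Control set: high carbachol 87 µM, low DMSO alone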
# NPY-Y1 antag: NPY-Y1 receptor antagonists, primary screen, cell-based; inhibition, % at 3.6 µM; HEK293-CNG Y1 cells, membrane potential fluorescence; NPY at EC95, then isoproterenol; hit rate 1% among 200,000;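 active means inhibition above the campaign mean inhibition of all tested compounds plus 3 SD, cut at about 20% in these data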;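 further: 0% = DMSO wells given NPY plus isoproterenol and 100% = isoproterenol alone without NPY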
#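 Benchmarks – high control isoproterenol alone, low control NPY with isoproterenol · Material – HEK293 Y1/CNG channel cell line · Times – dye 3 h, compound 60 min room temperature, stimulation 45 min · Probe or stimulus – NPY (25 nM), isoproterenol (1 µM), Ro 20-1724 (25 µM) · Evaluation – % inhibition of NPY effect · Signal – fluorescence, membrane potential probe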
# EP2 antag: human EP2 receptor antagonists, primary screen, TR-FRET cAMP, C6 glioma cells. Prostaglandin E2 receptor EP2 subtype (Homo sapiens), P43116. C6 glioma cells expressing human EP2; cells stimulated with saturating PGE2. inhibition, % at 25 µM. hit rate 0.52% among 260,000. AID 1422, 2008;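 active means percent inhibition above 40 after rounding to a whole number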;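 further: rat C6 glioma host cells with rolipram phosphodiesterase inhibitor present; the protocol text gives 20 µM as final concentration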
# Target sequence (P43116 whole entry, looked up): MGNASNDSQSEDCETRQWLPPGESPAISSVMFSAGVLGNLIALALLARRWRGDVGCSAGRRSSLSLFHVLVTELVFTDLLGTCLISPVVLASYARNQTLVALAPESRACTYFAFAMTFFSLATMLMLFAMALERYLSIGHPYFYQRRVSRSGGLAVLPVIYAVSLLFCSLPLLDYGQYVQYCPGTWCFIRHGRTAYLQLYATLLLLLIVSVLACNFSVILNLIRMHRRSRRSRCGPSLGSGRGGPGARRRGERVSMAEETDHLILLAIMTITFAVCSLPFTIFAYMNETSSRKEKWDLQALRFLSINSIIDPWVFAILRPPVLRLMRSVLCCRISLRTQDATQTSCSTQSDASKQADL
# EP2 modulator: EP2 receptor modulators, cAMP readout, primary screen, cell-based, HTRF cAMP, PGE2 stimulation. Prostaglandin E2 receptor EP2 subtype (Homo sapiens), P43116. EP2-expressing cells, cAMP HTRF FRET, PGE2 co-stimulation. induction, % at 25 µM. hit rate 0.83% among 260,000. AID 940, 2007;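 active means compounds whose cAMP rise, as percent of the full-agonist control response, exceeds 60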;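 further: rat C6 glioma line stably carrying human EP2 under a CMV promoter; the protocol text gives 20 µM as final concentration; 100% = response of wells given 1 µM PGE2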
# PPC-1+TRAIL kill: compounds killing PPC-1 cancer cells with TRAIL present, primary screen, TRAIL potentiator project, ATPLite luminescence, uHTS. PPC-1 cells + TRAIL, ATPLite viability luminescence. cell killing (% activity), % at 4 µM. hit rate 0.41% among 220,000. AID 1443, 2008;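 active means cell killing above 50% in the first pass at 4 µM, then a duplicate retest at 5 µM averaging 50% or more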;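 further: plate controls were cells with TRAIL plus DMSO for no effect and medium-only wells lacking cells for full effect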
# CHOP inhibitor: inhibitors of CHOP promoter induction, primary screen, cell-based, unfolded protein response, luciferase reporter; CHO-K1 CHOP-promoter luciferase, tunicamycin-induced, 15-18 h; inhibition, % at 10 µM; hit rate 3.8% among 220,000;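 active means compounds that reduced the stress-induced luciferase reporter signal by more than about 70% of percent inhibition, limit read from the data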;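 further: 0% = tunicamycin plus vehicle and 100% = wells without tunicamycin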
# TRPML3 agonist: human TRPML3 channel agonists, primary screen, cell-based, HEK293 TRPML3-YFP, Fluo-8 calcium fluorescence, 3 µM. Mucolipin-3 (Homo sapiens), Q8TDD5. activation, % at 3 µM. 100% = the carbachol control signal. AID 1448, 2008. hit rate 0.29% among 220,000;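 active means activation above its plate's cutoff, the mean activation of the plate's test wells plus 3 SD, cut at about 12% in these data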;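 further: 0% = DMSO only wells and 100% = carbachol wells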
#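 Test system: TRPML3-YFP stable HEK293 cells. Doses: single point at 3 µM. Incubation: dye loading 1 h 37 °C then 30 min ambient, 125 s read. Signal: Fluo-8 calcium dye fluorescence, ex 470-495, em 515-575 nm. Measure: percent activation from peak-to-basal fluorescence ratio, scaled between DMSO and carbachol.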
# The depositor's hits bear a star; / = not tested or not shown; & = joins results of further samples; [ ] = remark or other dose.
# The first 2 compounds (preview)
SMILES,NPY1 pot ag,14-3-3 Bad PPI,zfTRPN1 agonist,NPY-Y1 antag,EP2 antag,EP2 modulator,PPC-1+TRAIL kill,CHOP inhibitor,TRPML3 agonist
Cc1nc(C(=O)Nc2ccccc2)sc1C1(C)CC(c2cccnc2)=NO1 (configuration not stated),/,-3,/,/,12,-9,16,7,/
COCCN(C(=O)CC1C(=O)NCCN1Cc1ccc(-c2ccccc2)cc1)C(C)C (configuration not stated),18,-5,-0.1,3,2,17,16,7,0.6

# This part in full (from the top)
SMILES,NPY1 pot ag,14-3-3 Bad PPI,zfTRPN1 agonist,NPY-Y1 antag,EP2 antag,EP2 modulator,PPC-1+TRAIL kill,CHOP inhibitor,TRPML3 agonist
Cc1nc(C(=O)Nc2ccccc2)sc1C1(C)CC(c2cccnc2)=NO1 (configuration not stated),/,-3,/,/,12,-9,16,7,/
COCCN(C(=O)CC1C(=O)NCCN1Cc1ccc(-c2ccccc2)cc1)C(C)C (configuration not stated),18,-5,-0.1,3,2,17,16,7,0.6
O=C(c1ccoc1)N1CCC2(CC1)Oc1ccc(Cl)cc1C(=O)C21CC(c2ccccc2)=NO1 (configuration not stated),/,1,/,/,6,-5,21,-6,/
C=C(C)Cn1c(N2CCN(c3ccc(OC)cc3)CC2)nc2c1c(=O)n(C)c(=O)n2C,-12,-3,1.0,6,6&7,-5&4,12,5,0.1
CCN(c1ccccc1)S(=O)(=O)c1ccc(Cl)c(NC(=O)CSc2nncs2)c1,-11,-3[fluorescence artefact?],-0.2,2,17,3,0,18,-0.9
CCOC(=O)C(CC)(CC)C(=O)/C=C/c1cccc(Br)c1,-17,/,0.1,14,3,/,/,/,-0.4
CSCCCNC(=O)c1ccccc1OC1CCN(S(C)(=O)=O)CC1,0,-6,1.7,7,5,29,14,-13,1.3
O=C(O)c1cc(-c2ccc(Cl)cc2)n(-c2ccccc2)n1,-2,-6,1.8,9,6,15,9,-10,0.3
Cc1ccc(C2N(c3ccc(F)cc3)C(=O)C3CCCN32)cc1 (configuration not stated),3,1,0.7,0,10,21,10,8,-0.2
Fc1ccccc1N1CCN(CCCNc2ccc3nncn3n2)CC1,2,-1,-0.6,2,5,-11,8,-8,0.8
O=c1oc2ccccc2cc1-c1nc(-c2cccs2)cs1,-28,-6,0.5,30*,8,61*,9,39,1.1
CN1C(=O)NC(NC(=O)C2CCCCC2)(C(F)(F)F)C1=O (configuration not stated),-1,-4[fluorescence artefact?],0.4,4,25,6,23,37,0.0
Cc1c([N+](=O)[O-])c([N+](=O)[O-])nn1CC(=O)NCc1cccnc1,12,-1,-0.9,2,6,-15,-10,8,0.8
O=C(CSc1nnc(-c2c[nH]c3ccccc23)o1)N1CCCCC1,-26,4,2.1,9,13,4,-24,23,1.5
Cc1cc(C(=O)N2CCN(S(C)(=O)=O)CC2)cs1,12,-3,1.2,1,5,27,-13,4,0.2
CC1=Nn2c(nnc2-c2ccc(F)cc2)SC1,-12,-1,1.6,-4,5,9,-13,2,-0.2
COc1cc(C(=O)NCC2CCCO2)cc(OC)c1OC (configuration not stated),1,-4,0.6,-3,14,-7,-2,-4,0.1
Cc1ccc(COc2ccsc2C(=O)NNC(N)=S)cc1,-19,-4,-1.3,-2,5,-33,10,4,0.0
O=C(C1CCN(S(=O)(=O)c2cnc[nH]2)CC1)N1CCN(Cc2ccc3c(c2)OCO3)CC1,12,-5,3.6,-4,8,12,33,19,-0.5
O=C1NN(c2ccc(Cl)cc2)C(=O)/C1=C\c1ccc(-c2cccc(C(=O)O)c2)o1,7,64,0.4,7,14,16,4,6,0.7
CCOC(=O)C(NC(C)=O)C(=O)Nc1ccc(C(C)C)cc1 (configuration not stated),-5,-10,-0.5,-1,5,9,34,-6,0.2
CC(Sc1nnnn1C)C(=O)NC(=O)NC1CCCCC1 (configuration not stated),-9,-15,0.6,0,1,28,-6,25,1.1
C/C(=N/OC(=O)c1c(-c2c(Cl)cccc2Cl)noc1C)c1cnccn1,-11,11,-1.1,-5,3,-2,-4,26,0.1
CC(Oc1ccc(Cl)cc1Cl)c1nc(-c2ccc(NC(=O)c3ccncc3)cc2)no1 (configuration not stated),16,4[fluorescence artefact?],2.1,0,13,-73,7,56,1.5
CCOC(=O)c1ccc(NC(=O)N2CCCCC2)cc1,5,/,0.8,-1,15,-16,-2,-27,1.0
CCC(CC)C(=O)NCCNC(=O)C(CC)CC,-4,-5,-1.1,17,11,10,5,32,0.1
Clc1cccc(Cl)c1CON/C=N/c1ncnc2sccc12,6,7,-0.4,8,10,-20,14,33,-0.1
COc1cc(/C=C/C(=O)Nc2nc3ccc(S(=O)(=O)N(C)C)cc3s2)cc(OC)c1OC,-10,11,2.0,-1,6,-27,9,-28,1.3
CC(OC(=O)c1ccc(S(=O)(=O)N(C)c2ccccc2)cc1)C(=O)NCCC1=CCCCC1 (configuration not stated),-6,-2,-1.7,-1,6,-10,5,37,1.3
N#Cc1c(N2C(=O)C3C4C=CC(C4)C3C2=O)sc2c1CCC2 (configuration not stated),1,3,-0.8,3,14,19,30,39,0.5
C[C@]12CCC(O)CC1CCC1C2CC[C@]2(C)C(c3cc(C(F)(F)F)n[nH]3)CCC12 (some centres not stated),-18,1,0.9,/,9,-67,2,66,0.7
CCn1c(SCC(=O)N/N=C/C=C/c2ccco2)nnc1-c1ccccc1,-17,3,-0.8,3,8,10,-3,17,0.2
O=C(Cn1cc2c(n1)CCCCC2)Nc1c(F)cc(F)cc1Br,-18,1,1.3,/,6,-30,1,30,-0.4
O=C(CN1C(=O)CCC1=O)c1ccc(-c2ccccc2)cc1,4,-1,1.1,-1,5,-4,32,14,0.7
O=C(NNC(=O)C1CCCO1)c1ccc(Cl)cc1 (configuration not stated),1,3,0.6,-5,5,-1,11,-9,0.0
COc1ccc(-n2c(SCc3ccc(C#N)cc3)nnc2-c2ccccn2)cc1,-6,-7,-0.7,9,5,-2,-9,-14,-0.4
CN(C)/C=C/C(=O)c1cccc(Oc2ncccn2)c1,14,-1,0.8,-4,5,-15,6,-1,0.5
O=C1/C(=C/c2ccc([N+](=O)[O-])cc2)C=C(c2ccccc2)N1c1ccc(O)cc1,5,-2,-0.8,0,2,-11,25,81*,0.5
COCCNC(=O)C(c1cccs1)N(CCc1ccccc1)C(=O)Cn1nnc2ccccc21 (configuration not stated),1,24,1.1,-1,4,3,-16,7,0.7
CCOC(=O)c1c(NC(=O)c2nn(CC)cc2Br)sc(C)c1C,-28,0,0.7,1,9,31,43,17,0.1
O=C(CSc1nnc(-c2c[nH]c3ccccc23)n1-c1ccc(F)cc1)NCc1ccco1,6,-3[fluorescence artefact?],0.8,0,6,10,1,42,-0.8
COc1ccc(-c2csc(Nc3cccnc3)n2)cc1OC,18,6,-1.6,-5,16,4,14,-19,-0.3
COc1ccc(CN2CCOCC2)cc1Br,-15,-13,1.4,2,10,16,15,-15,0.5
CCOc1ccccc1NC(=O)c1ccc(Cl)c(NC(=O)CC(c2ccccc2)c2ccccc2)c1,-36,6[fluorescence artefact?],-0.2,7,19,42,1,1,0.3
COC(=O)c1[nH]c2ccc(Cl)cc2c1NC(=O)c1ccccc1[N+](=O)[O-],-4,6[fluorescence artefact?],-0.2,6,6,-18,2,1,0.5
C[C@@H](C(=O)NCc1ccccc1)[C@H]1C[C@]1(C)[C@H](NC(=O)OCc1ccccc1)c1ccccc1,-5,-12,-2.4,4,7,-4,3,44,-0.6
COc1ccc(C2CC(=O)n3c(nc4ccccc43)S2)cc1OC (configuration not stated),-4,-8,-0.2,-3,6,14,10,28,0.1
CCCCCCCCOC1OC(CO)C(O)C(O)C1NC(C)=O (configuration not stated),-11,9,0.3,5,2,6,-7,44,0.7
Cn1c(SCC(=O)NCc2ccco2)nnc1-c1c[nH]c2ccccc12,12,11[fluorescence artefact?],0.0,-1,9,-7,5,31,0.2
N#Cc1cc2c(nc1SCC(=O)Nc1sc3c(c1C#N)CCC3)CCCCCC2,9,-8[fluorescence artefact?],1.4,1,31,53,7,12,0.9
CN1CCC(=NNc2ccc(S(=O)(=O)N3CCOCC3)cc2[N+](=O)[O-])CC1,15,-6[fluorescence artefact?],-1.9,2,4,-18,3,33,0.2
N/C(=N\OC(=O)CC1CCCCC1)c1ccccc1,-5,-5,0.7,3,0,-4,19,20,0.7
CC#CCc1cc2ccccc2c(=O)o1,/,2,/,/,16,-6,-6,-8,/
CCC(=O)N(Cc1cc2cccc(C)c2[nH]c1=O)c1ccccc1OC,-3,9[fluorescence artefact?],3.3,-1,8,-8,3,13,0.4
CCOC(=O)c1cn(CC(=O)Nc2ccc3c(c2)OCCO3)nn1,-5,3,-0.4,3,3,13,0,49,0.6
O=C(Cc1ccccc1F)Nc1nc(-c2cccnc2)cs1,-6,-5,1.9,8,4,-37,12,81*,1.1
Nc1c(N=Nc2cccc(Cl)c2)c(=O)[nH]n1-c1ccccc1,-15,-2,-0.6,-2,22,-28,7,72*,0.7
CCN(CC)CC(=O)c1c[nH]c2ccc(C)cc12,-12,-10[fluorescence artefact?],2.1,3,10,-19,21,23,1.0
O=C1N=C(C=c2ccc(=Cc3[nH]c(=O)[nH]c3O)cc2)C(=O)N1,14,-1,-0.2,/,-1,2,0,5,0.4
COc1cccc(CNC(=O)C(=O)NCCc2ccc(OC)c(OC)c2)c1,-2,-1,-0.5,4,8,16,15,25,-0.1
Cc1ccccc1OCC(O)Cn1c(NCc2ccco2)nc2c1c(=O)[nH]c(=O)n2C (configuration not stated),-1,-4,-0.6,9,12,14,21,15,-0.9
O=[N+]([O-])c1c(C(Cl)Cl)nn(-c2ccccc2)c1N1CCCC1,-12,-7,-1.3,2,12,49,3,17,-0.5

# Only part of the results is shown; count on the stated rates, not on these rows.
